Compound activity: PubChem BioAssay, Southern Research Specialized Biocontainment Screening Center
inhibitors of VEEV – inhibitors of VEEV TC-83 cytopathic effect, confirmation, Vero cells (AID 588727) | Vero cells, VEEV TC-83 cytopathic effect inhibition; higher % means a stronger effect | inhibition, % at 20 µM, or IC50 in µM where a hit was titrated | 350,000 compounds, 0.13% hits; in the data active = a potency from the dose series; inconclusive = inhibition mostly from about 14% at the one dose, without a potency; inactive = the rest, 99 in 100 with inhibition below about 12%; note: strong numbers were not always called active
tuberculosis growth – growth inhibition of non-replicating M. tuberculosis (AID 488890) | Mycobacterium tuberculosis non-replicating, growth inhibition; higher % means a stronger effect | inhibition, % at 25 µM; hits with a dose series show IC50 in µM | 320,000 compounds, 0.39% hits; in the data active = a potency from the dose series; inconclusive = inhibition mostly from about 82% at the one dose, without a potency; inactive = the rest, 99 in 100 with inhibition below about 76%;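 note: plate controls were DMSO cells for no effect and high antibiotic wells for full effect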
H1N1 NS1A inhibition – H1N1 influenza NS1A inhibitors, functional cell based assay (AID 504329); 340,000 compounds, 0.3% hits; inhibition, % at 12.5 µM; hits with a dose series show IC50 in µM; NS1A functional cell-based assay, percent inhibition; higher % means a stronger effect; in the data active = a potency from the dose series; inconclusive = inhibition above about 27% without an active follow-up result; note: strong numbers were not always called active
Salmonella PhoP GFP – PhoP regulon inhibitors, Salmonella typhi PhoP promoter GFP reporter, confirmatory (AID 1850). Salmonella Typhi PhoP-promoter GFP reporter, fluorescence, 4 h; higher % means a stronger effect. inhibition, % at 50 µM, or IC50 in µM where a hit was titrated. 310,000 compounds, 0.33% hits; in the data active = a potency from the dose series; inconclusive = inhibition mostly from about 25% at the one dose, without a potency; inactive = the rest, 99 in 100 with inhibition below about 19%;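 note: 0% = induced wells with vehicle and 100% = uninduced wells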
H37Rv inhibition – M. tuberculosis growth inhibition, HTS (AID 449762). 330,000 compounds, 0.59% hits. inhibition, % at 25 µM; hits with a dose series show IC50 in µM. M. tuberculosis H37Rv growth inhibition, 7H9 media; higher % means a stronger effect; in the data active = a potency from the dose series; inconclusive = inhibition above about 70% without an active follow-up result;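 note: bacterial growth assessed after seven days of incubation; strong numbers were not always called active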
Starred values were filed as active, the others as inactive; i = inactive; ? = inconclusive; nt = not tested or not shown.

Order of results: inhibitors of VEEV, tuberculosis growth, H1N1 NS1A inhibition, Salmonella PhoP GFP, H37Rv inhibition
> CC1CCCC(C)N1C(=O)c1ccccc1Nc1ccc(SC(F)F)cc1 (stereo not drawn)
→ 1.2%, 4%, 4%, -2%, nt
> COC(=O)CSc1nc(N2CCOCC2)c2c(c1C#N)CC(C)(C)N(C)C2
→ i, 24%, -9%, -12%, -3%
> COc1cc(C(=O)OCCNC(=O)c2cccnc2)cc(OC)c1OC
→ 1.9%, 6%, 1%, nt, 0%
> CN1CCN(c2ccc3nccnc3c2)CC1
→ 0.2%, -9%, -4%, 7%, -3%
> S=c1[nH]nc(-c2ccco2)n1/N=C/c1ccccn1
→ nt, -3%, nt, 7%, -12%
> CC(C)c1ccc(S(=O)(=O)NC2CCCC2)cc1
→ 1.2%, 69%, 24%, 0%, 1%
> CCC(C)N=CC1=C(O)CC(c2ccccc2)CC1=O (stereo not drawn)
→ 0.7%, 2%, -3%, -36%, 14%
> C/C(=N/NS(=O)(=O)c1cc(C)ccc1C)c1ccncc1
→ 1.5%, 3%, -4%, 0%, 1%
> COc1ccc(NS(=O)(=O)c2ccc(C(=O)N3CCCCCC3)cc2)cc1
→ 9.4%, 10%, 3%, nt, 2%
> NC(=O)CC(NC(=O)Cc1cccc2ccccc12)c1ccc(N2CCN(c3ccccn3)CC2)c([N+](=O)[O-])c1 (stereo not drawn)
→ 0.2%, 11%, 1%, -8%, -1%
> Cc1cccc(N2CCN(C(=O)c3cccc(N4C(=O)C5CC=CC(C)C5C4=O)c3)CC2)c1C (stereo not drawn)
→ i, 11%, 0%, 6%, -5%
> CCN(CC)C(=O)c1nc[nH]c1C(=O)N(CC)CC
→ 0.2%, -5%, 9%, nt, -10%
> COc1ccccc1C(=O)OCCc1ccccc1
→ 0.8%, nt, -10%, nt, nt
> COC(=O)COc1cccc(NC(=O)COc2ccccc2)c1
→ 3.0%, 7.7µM*, 13%, 0%, ?
> COc1ccc(-c2c(C)cc3oc(=O)cc(-c4ccccc4)c3c2C)cc1C=O
→ 4.6%, nt, -4%, nt, nt
> O=C1c2ccccc2C(=O)N1/N=C/c1ccc(O)c(O)c1O
→ 0.2%, nt, 27%, nt, nt
> O=C(COC(=O)c1ccc([N+](=O)[O-])o1)Nc1ccc2c(c1)OCO2
→ 1.0%, 65%, 2%, nt, ?
> Cc1ccc2c(c1)NC(=O)C(CC(=O)NCCCN1CCCCC1)O2 (stereo not drawn)
→ 0.7%, 12%, 0%, -5%, -4%
> CN(C(=O)c1cccc(NC(=O)Cc2cccc(NC(=O)C3CCN(C(=O)c4ccccc4)CC3)c2)c1)C1CCCC1
→ 4.1%, nt, -6%, nt, nt
> Cc1nc2[nH]c(=S)[nH]c2cc1Br
→ 0.7%, 3%, -3%, -1%, -6%
> Oc1c(Cl)cc(Cl)cc1CNc1nc2ccccc2[nH]1
→ 0.2%, 52%, -7%, 5%, 6%
> O=C(O)C1C2C=CC(C2)C1C(=O)N1CCN(CCO)CC1 (stereo not drawn)
→ i, -7%, 2%, -7%, -4%
> C=CCn1c(Oc2ccc(C=O)cc2OCC)nc2c1c(=O)n(C)c(=O)n2C
→ 0.7%, 4%, 17%, -17%, -1%
> Cc1cccc(C)c1OCC(=O)Nc1ccncc1
→ i, -1%, 0%, -9%, 1%
> Cc1cc(C(=O)N/N=C\c2cc(C(C)(C)C)c(O)c(C(C)(C)C)c2)n[nH]1
→ 4.7%, 22%, 0%, 2%, 7%
> CN(CCO)S(=O)(=O)c1ccc2c(c1)C(=O)c1cc(S(=O)(=O)N(C)CCO)ccc1-2
→ 0.3%, -6%, -2%, 0%, -4%
> C/C(=N\NC(=O)c1ccc(CSc2nncn2C)cc1)c1ccc2ccccc2c1
→ 0.2%, -8%, -9%, -9%, 7%
> COc1ccc2cc([C@@H](C)C(=O)O)ccc2c1
→ i, 1%, 1%, -9%, 2%
> CCn1cc(C(=O)NCc2ccccc2)c(=O)c2cc(F)c(N3CCN(C(=O)c4ccco4)CC3)cc21
→ 11%, 45%, 5%, -6%, ?
> N#Cc1cc2c(nc1SCc1cccnc1)CCC2
→ 0.2%, -2%, -5%, -6%, 2%
> C/C(=N\NS(=O)(=O)c1ccc(C)cc1)c1ccc(C)s1
→ i, -7%, 19%, 12%, -12%
> CSc1ccc(Cl)c(C(=O)NNC(=O)c2csc(N3CCOCC3)n2)c1
→ 9.6%, -8%, -6%, -5%, 55%
> CC(=O)c1c(C)[nH]c(C(=O)NNC(=O)COc2ccc(Cl)cc2C)c1C
→ 12%, 3%, 1%, 6%, 21%
> Cc1nc2c(C)cccn2c(=O)c1NC(=O)COc1ccccc1
→ 1.8%, -11%, -4%, 6%, 5%
> CCOC(=O)C1CCCN(C(=O)c2cn(CC)c3ccc(S(=O)(=O)N(C)C)cc3c2=O)C1 (stereo not drawn)
→ 0.8%, 1%, 1%, 2%, -1%
> Cc1cnc(NC(=O)CSc2nnc(-c3ccc(Cl)cc3Cl)n2N)s1
→ 1.5%, 35%, -5%, 5%, 3%
> O=C(NC1CCCCC1)C(c1cccs1)N(C(=O)c1ccccn1)c1ccccc1 (stereo not drawn)
→ i, -4%, -15%, -7%, 2%
> CC1CCN(C(=O)CCc2ccc(Oc3cc([N+](=O)[O-])cc([N+](=O)[O-])c3)cc2)CC1
→ i, ?, 8%, -4%, ?
> COc1ccccc1OCc1nc2ccccc2s1
→ 6.0%, 37%, -17%, -8%, 0%
> NC(=O)c1cnn(Cc2ccc(Cl)cc2)c1N
→ i, 6%, -23%, -20%, 14%
> O=C(O)c1ccccc1-c1ccccc1C(=O)NCc1ccccc1Cl
→ 0.1%, 66%, -3%, -5%, 6%
> COc1ccc(S(=O)(=O)N2CCN(Cc3ccc4c(c3)OCO4)CC2)cc1F
→ 0.3%, 2%, 3%, -15%, 3%
> CN(C)CCCNC(=S)N1CCC(c2nc3ccccc3[nH]2)CC1
→ i, 5%, 0%, -2%, 5%
> CC(=O)NCCSCCNC(C)=O
→ 0.7%, 13%, 11%, 0%, 9%
> NC(=O)C1CC=CCC1C(=O)OCC(Cl)=C(Cl)Cl (stereo not drawn)
→ i, 10%, -21%, 20%, -1%
> COCCNC(=O)c1ccccc1NS(=O)(=O)c1ccc(C)c([N+](=O)[O-])c1
→ 0.1%, 6%, -3%, -3%, -8%
> COc1ccc(N2CCN(C(=O)c3cc4c(s3)CCCCC4)CC2)cc1
→ 0.2%, 54%, 15%, nt, 8%
> COC(=O)c1ccc(C(=O)Nc2nnc(-c3cccnc3)o2)cc1
→ nt, nt, nt, 19%, ?
> CCOC(=O)C1=C(C)N(c2nonc2NC(C)=O)C(N)=C(C#N)C1c1ccccc1F (stereo not drawn)
→ i, 14%, 8%, -4%, -8%
> O=C(CN(C(=O)c1csnn1)c1cccc2c1CCCC2)NCc1ccccc1
→ 3.2%, -1%, 8%, 4%, -5%
> O=C(NCC(=O)N(c1cccnc1)C(C(=O)NC1CCCC1)c1cccs1)c1cccs1 (stereo not drawn)
→ i, -10%, -2%, 0%, 11%
> Oc1ccc(Cl)cc1CNCC1CCCO1 (stereo not drawn)
→ i, 15%, -3%, 2%, 2%
> N#Cc1nc(Cl)c(Cl)c(NN)c1Cl
→ 1.5%, 77%, 0%, 4%, 0%
> Cc1ccc(-n2c(CNc3ccc(F)cc3)nnc2SCC(=O)N2CCCC2)cc1
→ i, 23%, 10%, -8%, -8%
> Cn1nc(-c2ccc(Cl)cc2)cc1NC(=O)Nc1ccccc1
→ 4.2%, 10%, 4%, -1%, -2%
> O=C(Nc1cccc(-c2cccc(Cl)c2)c1)C1CCN(Cc2ccc(CO)o2)CC1
→ 5.1%, 51%, -6%, 2%, 6%
> COCCN(C(=O)COC(=O)CSc1ccccc1)c1c(N)n(Cc2ccccc2)c(=O)[nH]c1=O
→ 0.8%, 20%, 2%, -5%, -7%
> C/C(=N/NC(=O)c1cc(-c2ccccc2)nc2c(Cl)cccc12)c1cccnc1
→ 9.2%, 23%, -15%, -3%, -2%
> C[C@@H]1[C@@H](Sc2ccccc2)CC(=O)O[C@@H]1c1ccc(-c2ccccc2)cc1
→ 7.2%, 53%, 11%, -6%, -1%
> COc1cccc(-c2n[nH]c3c2CCC3)c1
→ 0.4%, 10%, -11%, 3%, ?

Filtered by structure, those above with a COOH group.
Order of results: inhibitors of VEEV, tuberculosis growth, H1N1 NS1A inhibition, Salmonella PhoP GFP, H37Rv inhibition
> O=C(O)C1C2C=CC(C2)C1C(=O)N1CCN(CCO)CC1 (stereo not drawn)
→ i, -7%, 2%, -7%, -4%
> COc1ccc2cc([C@@H](C)C(=O)O)ccc2c1
→ i, 1%, 1%, -9%, 2%
> O=C(O)c1ccccc1-c1ccccc1C(=O)NCc1ccccc1Cl
→ 0.1%, 66%, -3%, -5%, 6%

Additional compounds:
Order of results: inhibitors of VEEV, tuberculosis growth, H1N1 NS1A inhibition, Salmonella PhoP GFP, H37Rv inhibition
> COc1ccc(NS(=O)(=O)c2cc([N+](=O)[O-])ccc2NN=Cc2ccccc2OCC(=O)O)cc1
→ 7.2%, 10%, -5%, nt, -2%
> Cc1cc(C)nc(NC(=NCCc2c[nH]c3ccccc23)NC(=O)Nc2ccc(Cl)cc2)n1
→ 4.2%, -24%, -12%, 8%, 4%
> CC(=O)Nc1ccc(SCC(=O)c2cc(C)n(-c3ccccc3F)c2C)cc1
→ 6.2%, 12%, -2%, 4%, 1%
> COc1cc2c(cc1OC)[C@@H](NC(=O)COc1ccccc1)[C@H](OCc1ccccc1)C2
→ 6.3%, nt, -8%, nt, nt
> Cc1cc(N2CCCC2)nc2ccc(NC(=S)NCCCN3CCC(C)CC3)cc12
→ 39%, 0%, 3%, 13%, 2%
> CN(CC(=O)Nc1cccc(F)c1)C(=O)COc1cccc2c1OC(C)(C)C2
→ 1.5%, 1%, -6%, -8%, 0%
> CCOC(=O)C1CN(S(=O)(=O)c2ccc(C)cc2)CCN1S(=O)(=O)c1ccc(C)cc1 (stereo not drawn)
→ 1.0%, 0%, 2%, -11%, -2%
> CCN(CC(=O)NCc1cccs1)C(=O)c1cc(S(=O)(=O)N2CCOCC2)ccc1C
→ 0.4%, 23%, 0%, 13%, -9%
> Nc1ccnn1Cc1ccc(Br)s1
→ 0.3%, -8%, -3%, 11%, 0%
> COc1ccc(NS(=O)(=O)c2ccc3oc(=O)c4[nH]c(=O)c(=O)n(C)c4c3c2)cc1
→ 3.8%, -30%, -5%, 2%, -2%
> CCCOc1ccc(N2CC(C(=O)Nc3ccccn3)CC2=O)cc1 (stereo not drawn)
→ 0.4%, i, 14%, -12%, 16µM*
> COc1cc(S(=O)(=O)Nc2ccc(C)cc2)ccc1NC(=O)c1ccncc1
→ i, -1%, -10%, -1%, -5%
> COc1ccc(C(=O)CCN2CCN(c3ccccc3F)CC2)cc1
→ i, ?, -7%, 9%, ?
> CC(NC(=O)c1ccccc1NC(=O)CN1CCc2ccccc2C1)c1ccccc1 (stereo not drawn)
→ 8.1%, 28%, -1%, -19%, -2%
> CCCc1nc2ccccc2c(=O)n1CCc1ccccc1
→ 8.2%, 47%, -6%, -2%, 6%
> N#C/C(=C\Nc1ccc2cn[nH]c2c1)c1nc(-c2ccccc2)cs1
→ 0.1%, nt, 3%, nt, nt
> Cc1nc(SCc2ccc(Cl)c(Cl)c2)n[nH]1
→ 0.5%, 15%, -4%, -5%, 4%
> COC(=O)COc1ccc(=O)n(-c2ccccc2)n1
→ 0.7%, 1%, -3%, -8%, -6%
> COc1cc(CNc2ccc(S(N)(=O)=O)cc2)ccc1OCc1ccccc1F
→ 5.2%, nt, -4%, nt, nt
> N#CC1c2ccccc2-n2nncc2CN1S(=O)(=O)c1ccc(Cl)cc1 (stereo not drawn)
→ i, nt, 4%, nt, nt
> COc1ccc(NC(=O)CCC(=O)c2cc(C)sc2C)cc1
→ 1.0%, nt, -7%, nt, nt

Full records, quoted from the list. Screens in order: inhibitors of VEEV	tuberculosis growth	H1N1 NS1A inhibition	Salmonella PhoP GFP	H37Rv inhibition
Profile of `Cc1cc(C)nc(NC(=NCCc2c[nH]c3ccccc23)NC(=O)Nc2ccc(Cl)cc2)n1` = 4.2%	-24%	-12%	8%	4%
Profile of `CCCc1nc2ccccc2c(=O)n1CCc1ccccc1` = 8.2%	47%	-6%	-2%	6%
Profile of `Cc1cc(N2CCCC2)nc2ccc(NC(=S)NCCCN3CCC(C)CC3)cc12` = 39%	0%	3%	13%	2%
Profile of `COc1cc(CNc2ccc(S(N)(=O)=O)cc2)ccc1OCc1ccccc1F` = 5.2%	nt	-4%	nt	nt
